ASM inhibitor – blocks human secretory acid sphingomyelinase | 0.006% of 340,000 active | placental ASM, HMU-PC fluorogenic substrate, 60 min | Potency, µM (series often up to 57.5 µM), for the others: at the top dose activity change, negative = inhibition, most hits filed as inhibitors; note: potency is the fitted concentration of half-maximal effect
Target sequence (P17405 47-631 limits assumed): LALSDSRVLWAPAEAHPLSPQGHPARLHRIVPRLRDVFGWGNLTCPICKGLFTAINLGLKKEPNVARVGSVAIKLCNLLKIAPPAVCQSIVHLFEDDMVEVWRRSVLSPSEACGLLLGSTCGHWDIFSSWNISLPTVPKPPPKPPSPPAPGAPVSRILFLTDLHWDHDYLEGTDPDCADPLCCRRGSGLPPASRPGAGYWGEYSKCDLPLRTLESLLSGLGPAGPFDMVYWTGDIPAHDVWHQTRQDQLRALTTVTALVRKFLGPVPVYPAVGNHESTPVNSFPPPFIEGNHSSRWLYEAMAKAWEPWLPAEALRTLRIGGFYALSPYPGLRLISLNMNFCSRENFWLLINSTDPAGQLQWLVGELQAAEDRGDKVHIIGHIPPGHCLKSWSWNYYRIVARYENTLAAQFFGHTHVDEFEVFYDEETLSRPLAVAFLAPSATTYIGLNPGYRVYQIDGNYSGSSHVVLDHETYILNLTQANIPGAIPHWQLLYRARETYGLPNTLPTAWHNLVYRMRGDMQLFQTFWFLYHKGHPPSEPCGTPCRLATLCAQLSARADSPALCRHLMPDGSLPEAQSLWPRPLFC
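Steps: dispense placental human ASM, pin compound, wait 10 min at room temperature, add HMU-PC0 substrate at 9 uM final, incubate 60 min at 37 °C, add stop solution raising pH to 10, read fluorescence.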
MBNL1-CUG inh – inhibitors of human MBNL1 binding to CUG repeat RNA | 0.036% of 280,000 active | Q9NR56 | AID 2675 | TR-FRET MBNL1-His/biotin-(CUG)12 binding, 665/545 ratio | Potency, µM (top dose mostly 57.5 µM), for inactives: top-dose activity change, negative = inhibition, hits mostly inhibitors; active = well fitted inhibition curve with a large enough effect in the signal ratio, with a control signal flat, not every such curve was filed as active; inconclusive = small, poorly fitted or top-dose-only effect, or effect the other way, or a change in a side signal; inactive = no such curve, though single readings can be large or run the other way; the % refers to the signal ratio; note: potency is the fitted concentration of half-maximal effect; % is set by controls: 0 for no effect and ±100 for the full control effect
Target sequence (Q9NR56 whole entry, looked up): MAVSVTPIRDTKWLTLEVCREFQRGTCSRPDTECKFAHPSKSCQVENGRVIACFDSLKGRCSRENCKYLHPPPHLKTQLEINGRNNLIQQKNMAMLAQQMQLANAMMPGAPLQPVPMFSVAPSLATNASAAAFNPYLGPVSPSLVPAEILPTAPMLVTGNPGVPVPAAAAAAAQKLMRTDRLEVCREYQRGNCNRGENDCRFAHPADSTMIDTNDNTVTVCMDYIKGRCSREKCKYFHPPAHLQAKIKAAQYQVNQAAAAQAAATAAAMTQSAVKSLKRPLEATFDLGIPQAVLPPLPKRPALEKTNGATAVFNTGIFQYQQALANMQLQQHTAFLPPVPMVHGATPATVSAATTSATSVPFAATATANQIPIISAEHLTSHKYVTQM
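Compound titration spanned 92 nM–58 uM against the MBNL1-His/biotin-(CUG)12 complex. After 60 min at room temperature with 5 nM streptavidin-XL665 and 0.055 ng/ul terbium anti-His, ratiometric 665/545 nm emission (Ex 340 nm) normalized to controls.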
TSG101-PTAP inh – blocks PTAP/TSG101 interaction to inhibit HIV-1 budding. Q99816. Fluorescence polarization, FITC-PTAP peptide / Tsg101 binding. Potency, µM (top dose mostly 115 µM), inactives show at the highest dose activity change, negative = inhibition, usual class: inhibitors. 340,000 tested, under 10 active. AID 493005; active = well fitted inhibition curve with a large enough effect in the main read-out, with a control signal flat, not every such curve was filed as active; inconclusive = small, poorly fitted or top-dose-only effect, or effect the other way, or a change in a side signal; inactive = no such curve, though single readings can be large or run the other way; note: potency is the fitted concentration of half-maximal effect; % of control where 0% means no effect
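Fluorescence polarization binding of Tsg101 binding domain (10 uM final) to FITC-labeled PTAP peptide (50 nM final) in HEPES pH 7.5 buffer with NaCl, Tween 20, EDTA, TCEP. Compounds added before peptide; binding 20 min at RT.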
MLL CXXC-DNA inh – MLL CXXC-DNA interaction inhibition | Q03164 | MLL-CXXC / FITC-HOXA9 DNA fluorescence polarization | Potency, µM (doses to about 115 µM), for the others: at the highest dose activity change, negative = inhibition, actives largely listed as inhibitors | 0.037% of 290,000 active | AID 2662; active = well fitted inhibition curve with a large enough effect in the polarisation, with a control signal flat, not every such curve was filed as active; inconclusive = small, poorly fitted or top-dose-only effect, or effect the other way, or a change in a side signal; inactive = no such curve, though single readings can be large or run the other way; the % refers to the polarisation; note: potency is the fitted concentration of half-maximal effect
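Steps: dispense CXXC domain solution (7 uM) → pin compounds or unlabeled HOX-A9 DNA control → 5 min ambient → add FLSN-HOX-A9 solution (50 nM) → spin → 30 min ambient → fluorescence polarization. Tris pH 7.5/NaCl/DTT/BSA buffer.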
Menin MLL FP TR – menin-MLL binding inhibition, Texas Red mutant peptide; AID 1768; 0.23% of 270,000 active; Menin + Texas Red MLL mutant peptide, fluorescence polarization; Potency, µM (doses to about 61.6 µM), for inactives: at the top dose FP activity change, negative = inhibition, actives largely listed as inhibitors; active = well fitted inhibition curve with a large enough effect in the polarisation, with a control signal flat, not every such curve was filed as active; inconclusive = small, poorly fitted or top-dose-only effect, or effect the other way, or a change in a side signal; inactive = no such curve, though single readings can be large or run the other way; the % refers to the polarisation; note: potency is the fitted concentration of half-maximal effect; % of control where 0% means no effect; many of its hits are not listed in these tables
A-T KAP1 phos – candidate therapy for ataxia-telangiectasia. Potency, µM (top dose mostly 57.5 µM), for inactives: at the top dose activation, most hits filed as activators. AID 485349. […] A-T fibroblasts, KAP-1 phosphorylation AlphaLISA; neocarzinostatin DNA damage 30 min before lysis. 0.19% of 320,000 active; note: potency is the fitted concentration of half-maximal effect; % of control where 0% means no effect; nearly all actives have a fitted effect of over 45% in size
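hTERT-immortalized A-T patient fibroblasts ([…]), 500 cells/well in OPTI-MEM, 1% FBS, got compounds for 60 min, then NCS for 30 min at 37C. Lysates were then assayed for phospho-KAP-1 by AlphaLISA (anti-pKAP1 donor, anti-KAP1 acceptor beads), 6 hr at 25C.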
TCR act – activates T cell receptor signaling; 330,000 tested, under 10 active; primary human leukocytes, anti-CD3, IL-2 HTRF, 48 h; Potency, µM (top dose mostly 9.22 µM), for the others: top-dose activation of IL-2 secretion, usual class: activators; note: % of control where 0% means no effect
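IL-2 produced over 48 hr by a-CD3 bead-stimulated primary human leukocytes exposed to compounds was detected with a homogeneous time-resolved FRET immunoassay, 665nm acceptor signal after 320nm excitation.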
TSHR antag – human thyrotropin receptor antagonism | 0.2% of 330,000 active | P16473 | TSHR-expressing cells, TSH-stimulated cAMP HTRF, 2 h; active compounds read low | AID 504810 | activity change, negative = inhibition, % at 11.5 µM;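 active = activity change below a set negative limit, meaning inhibition stronger than a set level, cut at about -70% in these data; inconclusive = activity change between two set negative limits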; note: % is set by controls: 0 for no effect and ±100 for the full control effect
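TSHR-expressing cells, 200/well, pre-treated with compound, then stimulated with EC80 TSH (4nM final) for 2 hours at 37 deg C. cAMP measured by competitive HTRF: anti-cAMP cryptate antibody in lysis buffer plus cAMP-d2, read after 30 minutes at room temperature.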
a7 integrin act – activators of alpha7 integrin expression for muscular dystrophy; AID 624291; 0.064% of 350,000 active; alpha7betagal myoblasts, beta-gal FDG fluorescence, 48 h; Potency, µM (highest dose often 38.3 µM), without a hit: at the highest dose activation, hits mostly activators;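 note: potency is the fitted concentration of half-maximal effect; 100% = response of the positive control SU9516; nearly all actives have a fitted effect of over 60% in size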
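Alpha7betagal+/- myoblasts (passage 13) were plated 16-24 hr, then exposed to compounds (1:260 dilution of DMSO stock) for 48 hours at 37C. After MPER lysis, β-galactosidase reporter activity was read as FDG fluorescence (ex 480/em 540) after 30 minutes.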
Mito fusion act – inhibitors of mitochondrial division or activators of mitochondrial fusion; S. cerevisiae fusion-defective mutant growth rescue, CellTiterGlo 48 h; 0.23% of 320,000 active; Potency, µM (titrated, usually from 46.1 µM), without a hit: at the top dose growth rescue (activation), most hits filed as activators;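 note: potency is the fitted concentration of half-maximal effect; % of control where 0% means no effect; nearly all actives have a fitted effect of over 45% in size; temperature-sensitive fusion mutants such as fzo1-1 at 37 °C on non-fermentable ethanol glycerol medium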
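Compounds are tested for their ability to restore growth of mitochondrial fusion-defective yeast strains at non-permissive 37C in YPEG medium over 48 hours. Viability is quantified by luciferase luminescence.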
Numbers without * were called inactive; u = inconclusive; x = no result given; & = joins results of further samples; [ ] = another dose, or the depositor's remark. Unless noted, calls come from the whole dose curve; as a rule, active = well fitted curve in the direction sought with a large enough effect; inconclusive = small, poorly fitted or top-dose-only effect, or another doubt; inactive = no such curve, though single readings can be large; an effect the other way counts as inactive or inconclusive. Not all compounds are listed; the hit share may differ from the screen's.

SMILES	ASM inhibitor	MBNL1-CUG inh	TSG101-PTAP inh	MLL CXXC-DNA inh	Menin MLL FP TR	A-T KAP1 phos	TCR act	TSHR antag	a7 integrin act	Mito fusion act
COc1ccc(-n2nc(C(=O)NCC(=O)NC3CCCCCC3)c3ccccc3c2=O)c(OC)c1	-2%	11%	5%	2%	-27%	0%	-6%	-1	0%	1%
COc1cc(NC(=O)c2cc([N+](=O)[O-])ccc2N2CCOCC2)ccc1NC(=O)c1ccco1	-6%	u	-1%	3%	x	5%	4%	2	-1%	-3%
O=c1c2cnn(-c3ccccc3)c2nc(-c2cccs2)n1-c1ccc(Cl)cc1	-6%	-12%	-3%	u	-8%	2%	0%	3	20%	7%
CC(C)(C)c1ccc(-c2n[nH]c(=S)n2CC2CCCO2)cc1 (configuration not stated)	4%	-3%	0%	1%	-22%	-1%	1%	-1	-20%	-1%
O=C(CN1C2CCC1CC(NC(=O)Nc1ccccc1)C2)NCc1ccco1 (configuration not stated)	4%	-7%	-11%	2%	7%	9%	-2%	2	-7%	-6%
O=C(CN1CCOCC1)Nc1nc2ccc(Cl)cc2s1	2%	-5%	-8%	-13%	u	7%	7%	7	-56%[inhibitor]	-3%
Cc1cc(NC(=O)CSCC(=O)Nc2nc3ccccc3s2)no1	-2%	x	-4%	x	x	1%	2%	3	27%	2%
COC(=O)c1ccc(Cn2cc(/C=C\[N+](=O)[O-])c3ccccc32)o1	-28%	2%	-9%	-5%	23%	28%	3%	1	-52%[inhibitor]	-18%
Cc1ccc(Oc2c(C(N)=O)cc([N+](=O)[O-])cc2[N+](=O)[O-])cc1	2%	x	0%	20%	9%	34%	2%[46.1 µM]	26	-48%[inhibitor]	11%
CCOc1ccc(-n2c(-c3ccccc3)c[nH]c2=S)cc1	0%	17%	-6%	33%[activator]	-13%	4%	2%	-2	-12%	-18%
Cc1nn(-c2ccc(F)cc2)c(Cl)c1/C=C/C(=O)OCC(=O)Nc1ccc(F)cc1F	2%	-10%	0%	-22%	-2%	7%	3%[46.1 µM]	-9	-4%	-3%
Cc1ccc(CNC(=O)c2ccc(N3CCC4(CC3)CC(c3ccccc3)=NO4)c(NC(=O)c3ccco3)c2)cc1	3%	4%	0%	-2%	-5%	6%	-1%	-5	-22%	-2%
Cc1ccc(NC(=O)Cc2ccc(Cl)cc2)cc1S(=O)(=O)N1CCCCCC1	-7%	x	1%	x	x	6%	5%	-46	-65%[inhibitor]	29%
CCOc1ccc(C2=[N+]([O-])C(C)(C)N(O)C2(C)C)cc1	2%	-6%	-4%	22%	-12%	4%	-3%	10	14%	-2%
S=C(Nc1ccccn1)c1ccccn1	-1%	u	-1%	-30%&-3%	-1%	1%&-15%	4%	0&-11	-47%[inhibitor]	-7%&2%
O=C(CCS(=O)(=O)c1ccccc1)Nc1ccccn1	1%[11.5 µM]	-5%	-6%	-1%	12%	-2%	1%	27	-31%	2%
Cc1ccc(NC(=O)NC2C(NC(=O)Nc3ccc(C)cc3)N(C)C(=O)N2C)cc1 (configuration not stated)	0%	2%	-4%	3%	x	-2%	-3%	20	-6%	1%
Cc1cc(C)c(-c2noc(C(=O)OC(C)(C)C)c2C(=O)OC(C)(C)C)c(C)c1	-5%	-14%	-1%	-5%	-17%	4%	5%	-1	17%	-2%
CCOc1ccc(CNC(=S)Nc2ccccc2)cc1Cl	-7%	0%	-1%	9%	25%	-2%	12%	-6	-37%	-19%
O=C(NNc1cccc(Cl)n1)c1ccccc1CC[N+](=O)[O-]	-4%	3%	-1%	16%	6%	-2%	-3%	2	3%	4%
Cc1ccc(CC(=O)NCc2cccnc2)cc1	x	-4%	x	4%	-1%	-7%	x	1	x	-5%
Cc1nnc(SCCn2c(Br)nc3c2c(=O)[nH]c(=O)n3C)s1	9%	-6%	0%	15%	6%	x	-4%	-7	5%	-3%
CCN1C(=NCCOC)N[C@@H](c2cccc(F)c2)C(C(=O)OC)=C1C	14%	-6%&-1%	-3%	-12%&-8%	-27%&10%	-8%&-4%	-1%	-1&3	-1%	-2%&-1%
COc1ccc(C(=O)Cn2cc[n+](C)c2)cc1	0%	4%	-2%	2%	-1%	8%	x	-5	-10%	4%
COC(=O)[C@H]1C[C@@H]1[C@H](NS(=O)(=O)c1ccccc1)c1ccccc1	-1%	u	-8%	2%	3%&9%	13%	0%	-5	22%	-2%
Cc1ccc(-c2nnc(SCC(=O)NC3CCCc4ccccc43)n2N)cc1 (configuration not stated)	0%	-9%	-2%	7%	-3%	0%	-2%[46.1 µM]	1	9%	-3%
O=C(N/N=C/c1cccnc1)c1ccc(NC(=O)c2cccc(Cl)c2)cc1	-1%	u	-4%	54%[activator]	u	0%	2%	-9	-24%	3%
O=C(/C=C/c1cccc([N+](=O)[O-])c1)Nc1ccc(NC(=O)c2cccs2)cc1	-3%	-5%	-4%	40%[activator]	42%[activator]	-2%	4%[46.1 µM]	-6	-6%	-5%
CN(C)c1ccnc(Nc2ccc(O)cc2)c1C#N	0%	2%	-8%	4%	-1%	-5%	-4%	-5	6%	-6%
Cc1cc(C)n(-c2nc3ccccc3nc2N2CCN(C(=O)c3ccc(Cl)cc3)CC2)n1	151%[activator]	16%	-10%	-5%	0%	1%	2%	0	-25%	12%

Some entries already given, reduced to MLL CXXC-DNA inh and A-T KAP1 phos.
smiles	MLL CXXC-DNA inh	A-T KAP1 phos
CC(C)(C)c1ccc(-c2n[nH]c(=S)n2CC2CCCO2)cc1 (configuration not stated)	1%	-1%
O=C(CN1C2CCC1CC(NC(=O)Nc1ccccc1)C2)NCc1ccco1 (configuration not stated)	2%	9%

Laid out differently: results already given.
Below each compound: ASM inhibitor	MBNL1-CUG inh	TSG101-PTAP inh	MLL CXXC-DNA inh	Menin MLL FP TR	A-T KAP1 phos	TCR act	TSHR antag	a7 integrin act	Mito fusion act
CCN1C(=NCCOC)N[C@@H](c2cccc(F)c2)C(C(=O)OC)=C1C
 : 14%	-6%&-1%	-3%	-12%&-8%	-27%&10%	-8%&-4%	-1%	-1&3	-1%	-2%&-1%
Cc1nnc(SCCn2c(Br)nc3c2c(=O)[nH]c(=O)n3C)s1
 : 9%	-6%	0%	15%	6%	x	-4%	-7	5%	-3%
CN(C)c1ccnc(Nc2ccc(O)cc2)c1C#N
 : 0%	2%	-8%	4%	-1%	-5%	-4%	-5	6%	-6%

Further compounds follow.
SMILES	ASM inhibitor	MBNL1-CUG inh	TSG101-PTAP inh	MLL CXXC-DNA inh	Menin MLL FP TR	A-T KAP1 phos	TCR act	TSHR antag	a7 integrin act	Mito fusion act
O=C1CCCCN1CC(=O)N1CCCC(Nc2ccc(F)c(F)c2)C1 (configuration not stated)	2%	-4%	-1%	5%	24%	8%	2%	10	-6%	-10%
COc1ccccc1NC(=O)c1ccc2[nH]c(C)c(C)c2c1	-2%	3%	1%	13%	u	-18%	-3%	-4	0%	17%
COc1ccccc1NC(=O)CSc1nnc(-c2ccncc2)o1	0%	4%	0%	-1%	6%	-8%	x	-2	-2%	0%
Cc1cccc(N2CCN(S(=O)(=O)c3cccc4nonc34)CC2C)c1 (configuration not stated)	-6%	33%[activator]	-8%	-8%	u	-1%	-3%	-9	7%	18%
S=C(NCc1cccs1)NCC1CCCO1 (configuration not stated)	0%	-6%	0%	u	0%	-4%	7%	-3	0%	-7%
CC1(C)C(c2ccccc2)=[N+]([O-])CN1O	-6%	-1%	-1%	16%	1%	2%	-7%	3	5%[7.66 µM]	-1%
CC(C)c1onc(C(=O)NCc2ccccn2)c1[N+](=O)[O-]	-1%	28%	-7%	4%	6%	0%	-3%	8	21%	14%
CCN(CC(=O)NCc1ccc(F)cc1)C(=O)/C=C/c1ccc(OC)c(S(=O)(=O)NC(C)C)c1	-2%	13%	-3%	8%	1%	3%	1%	-13	4%	0%
O=C(c1ccccc1[N+](=O)[O-])N1CCc2ccccc2C1	1%	u	-2%	11%	7%	-6%	-3%[46.1 µM]	3	26%	4%
Cc1cc2nc3s/c(=C/c4ccc(-c5ccccc5C(=O)O)o4)c(=O)n3c2cc1C	-4%	9%	17%	u	u	8%	-5%	-18	-4%	u
